Shn3 3UTR inh: Schnurri-3 reporter inhibition in Clone20 osteoblasts. AID 588674. Clone20 osteoblast Shn3 3'UTR firefly luciferase, 24 h. inhibition, % at 12.5 µM. 360,000 compounds, 0.52% hits;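 active = mean inhibition of at least 75% with every replicate also reaching 75%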;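 also: 0% = median of neutral control wells and 100% = pilot-screen positive control compound; some compounds past the cut are filed as inactive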
HIF-2a block: inhibitors of HIF-2a; 786-0 RCC cells HIF-2a reporter, luciferase luminescence, overnight; inhibition, % at 18.8 µM; 360,000 compounds, 0.72% hits;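 active = inhibition of the luminescence signal of 40% or more relative to plate controls, in a single-dose primary screen at 18.75 µM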
NR2E3 ag-1: agonists of human nuclear receptor NR2E3. Q9Y5X4. GST-NR2E3/biotin-RetCOR TR-FRET, 1536-well. inhibition of corepressor binding, % at 4.78 µM. 320,000 compounds, 0.12% hits. AID 2300;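 active = percent inhibition above the cutoff of mean plus 3 SD of all tested compounds, set per screening campaign, cut at about 20% in these data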;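 also: 0% = DMSO wells and 100% = biotin wells as full block of FRET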
Target sequence (Q9Y5X4 whole entry, looked up): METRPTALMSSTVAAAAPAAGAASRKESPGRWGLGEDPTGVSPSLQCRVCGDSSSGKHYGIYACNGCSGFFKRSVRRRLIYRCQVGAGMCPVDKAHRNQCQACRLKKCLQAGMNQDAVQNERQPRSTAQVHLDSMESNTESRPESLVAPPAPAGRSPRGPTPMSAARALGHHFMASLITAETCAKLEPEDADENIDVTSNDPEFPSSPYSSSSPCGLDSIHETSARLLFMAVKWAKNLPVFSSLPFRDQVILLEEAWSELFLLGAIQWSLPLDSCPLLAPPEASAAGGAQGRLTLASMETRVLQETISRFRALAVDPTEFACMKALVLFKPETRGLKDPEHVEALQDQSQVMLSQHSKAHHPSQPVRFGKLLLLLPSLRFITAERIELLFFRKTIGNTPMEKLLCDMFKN
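Material: NR2E3–RetCOR corepressor complex | Quantity: 1.35 nM GST-tagged NR2E3 final | Schedule: 5 h at 4 °C | Replication: Singlicate compound wells | Reagent: RetCOR corepressor, biotinylated, 7 nM | Controls: Biotin wells as high control, 0.6% DMSO wells as low control | Signal: TR-FRET, Eu(K)-anti-GST donor, streptavidin-D2 acceptor, ex 340, em 617/671 nm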
NR2E3 ag-2: activates human NR2E3 receptor; Q9Y5X4; CHO-S Gal4-NCOR/VP16-NR2E3 two-hybrid, luciferase; AID 602229; inhibition of corepressor binding, % at 3.98 µM; 360,000 compounds, 0.35% hits;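 active = inhibition above the mean of all tested compounds plus 3 SD, cut at about 70% in these data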;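 also: 0% = DMSO with NR2E3 transfected cells and 100% = cells lacking NR2E3 construct; higher means lower luciferase signal from less NR2E3 corepressor binding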
MITF TRPM1 inh: MITF TRPM1 promoter inhibition in SK-MEL-5 cells; 330,000 compounds, 0.83% hits; inhibition, % at 12.5 µM; SK-MEL-5 TRPM1 promoter luciferase, 24 h;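 active = mean inhibition across replicates of 60% or more, whatever share of single replicates reaches that level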; also: values of inactives mirror those of a sister screen read the other way
Peg3 promoter: Peg3 promoter activity inhibition. HeLa PEG-Prom luciferase reporter, luminescence, overnight. inhibition, % at 20 µM. 360,000 compounds, 1.7% hits;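 active = inhibition of at least 50% at 20 µM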
iPSC survival up: enhancers of human iPSC single-cell survival; hiPSC single-cell survival, ATPlite luminescence; 100% = ROCK inhibitor wells, 0% = DMSO; survival enhancement, % at 20 µM; 360,000 compounds, 0.044% hits; AID 602274; in the data active = survival enhancement above about 18%;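 also: cells exposed to compounds for 16 hours before the ATP read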
CaV13 FRET inh: Disruptors of the CACNA1D IQ motif to Ca2+-dependent inactivation inhibitor domain association, primary screening, Förster resonance energy transfer in intact living … | HEK cells, CFP/YFP FRET ICDI-IQ, plate reader, 10 min; percent FRET-ratio fall versus neutral wells | inhibition, % at 12.3 µM | 340,000 compounds, 0.098% hits | AID 743397;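 active = mean replicate inhibition of at least 30% and at least 1% of replicates passing that level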;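 also: 0% = median of the neutral control wells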
PDI inh: blocks human protein disulfide isomerase activity. P07237. inhibition, % at 10 µM. PDI insulin aggregation turbidity, A650, 90 min. AID 588391. 350,000 compounds, 0.052% hits;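 active = mean inhibition across replicates of 30% or more, whatever share of single replicates reach that level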;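 also: absorbance from insulin aggregation driven by PDI reduction with DTT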
HTR2A ag: activates the mouse 5-HT2A serotonin receptor; 360,000 compounds, 0.66% hits; P35363; AID 624169; CHO-K1 mHTR2A beta-arrestin complementation, luminescence; percent of 30 µM serotonin response; activation, % at 7.6 µM;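 active = activation above a run cutoff, the mean activation of all tested compounds plus 3 SD, cut at about 14% in these data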;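 also: 0% = plate median of compound wells and 100% = 30 µM serotonin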
Target sequence (P35363 whole entry, looked up): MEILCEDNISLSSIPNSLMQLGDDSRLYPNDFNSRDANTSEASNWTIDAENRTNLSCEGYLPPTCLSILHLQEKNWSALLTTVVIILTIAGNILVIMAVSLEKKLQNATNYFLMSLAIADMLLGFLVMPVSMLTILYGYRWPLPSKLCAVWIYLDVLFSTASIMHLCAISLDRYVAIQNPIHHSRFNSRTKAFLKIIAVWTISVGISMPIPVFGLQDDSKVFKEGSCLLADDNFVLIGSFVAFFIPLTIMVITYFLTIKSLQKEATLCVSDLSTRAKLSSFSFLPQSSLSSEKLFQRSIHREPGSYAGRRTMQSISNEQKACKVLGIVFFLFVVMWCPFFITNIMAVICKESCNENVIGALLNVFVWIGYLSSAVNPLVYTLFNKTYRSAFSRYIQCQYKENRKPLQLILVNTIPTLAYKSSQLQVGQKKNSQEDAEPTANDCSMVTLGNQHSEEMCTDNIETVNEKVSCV
H9c2 protect: modulators protecting cardiomyocytes from myocardial damage | H9c2 cardiomyocytes, H2O2 injury protection, ATPLite, 2 h | protection from H2O2 cell death, % at 20 µM | 360,000 compounds, 0.63% hits | AID 588492;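 active = compounds giving at least 50% protection of heart cells from peroxide-induced death in the single-dose screen, raw or plate-pattern-corrected value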;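 also: 0% = DMSO wells with peroxide and 100% = DMSO wells without peroxide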
* marks the source's active call; other numbers are inactive results; / = not tested or not shown. Not a hit list, and some 3.9% of all compounds hit somewhere here.

SMILES	Shn3 3UTR inh	HIF-2a block	NR2E3 ag-1	NR2E3 ag-2	MITF TRPM1 inh	Peg3 promoter	iPSC survival up	CaV13 FRET inh	PDI inh	HTR2A ag	H9c2 protect
CN(C)CCNc1ncnc2c1ncn2[C@H]1CN(Cc2ccncc2)C[C@@H](CO)O1	-3.2	4.6	/	10.9	/	2.9	2.5	-10.0	9.0	6.2	5.3
CC1CCN(C(c2nnnn2CCc2ccccc2)C(C)C)CC1 (configuration not stated)	2.4	19.8	0.6	-21.0	-0.5	6.5	1.4	8.3	-2.2	3.1	-1.4
O=C1C(Cl)=C(N2CCOCC2)C(=O)N1c1ccccc1Cl	-62.9	-6.2	3.2	7.3	2.6	-29.4	-1.8	-8.0	4.4	6.8	14.1
CCOc1ccc(Br)cc1S(=O)(=O)Nc1cccc(S(=O)(=O)N(C)c2ccccc2)c1	-36.1	-94.4	2.8	-30.2	-1.8	-49.0	1.6	-2.0	-3.2	-2.8	-8.1
O=C(Cn1nnc(-c2ccncc2)n1)N(C1CCCCC1)C1CCCCC1	6.7	12.7	0.9	2.4	2.0	18.3	1.5	0.1	-1.0	0.9	1.4
CCCCn1c(=O)[nH]c(=O)c2c1nc(-c1ccc(OC)c(Br)c1)n2CC(C)C	-7.2	32.4	2.9	19.4	-5.4	55.4*	-0.1	-6.6	-4.7	-0.7	-8.5
O=C(NCc1ccncc1)c1ccc2nc(Cc3ccccc3F)oc2c1	34.8	-3.4	0.7	3.2	2.6	0.1	1.5	-5.6	3.0	-10.8	-9.4
CCOC(=O)Cn1nc(/C=C/c2ccc(C(C)C)cc2)ccc1=O	-8.3	-30.9	3.1	-2.2	-17.1	-88.1	1.2	-4.8	-1.8	-6.6	-27.4
OCCNc1ncnc2c1ncn2[C@H]1CN(Cc2ccc(-c3ccccc3)cc2)C[C@@H](CO)O1	-5.2	-2.3	/	11.1	/	0.5	-1.7	/	6.1	-1.6	2.7
CC1(C)C(=O)OC(c2ccc([N+](=O)[O-])cc2)C(C)(C)C1=O (configuration not stated)	-25.2	13.2	-0.1	11.0	3.5	9.0	-0.8	-4.4	-10.2	0.9	-3.1
CC(C)C1Cc2c(C#N)c(N)n(C)c(=S)c2CO1 (configuration not stated)	2.0	0.1	-1.4	-31.0	3.8	0.9	-0.2	-4.4	-9.9	-1.3	-6.6
COc1ccccc1CNCC(=O)Nc1ccc(C#N)cc1	-4.9	5.8	-2.8	11.5	-1.4	5.0	1.5	-1.9	-0.4	0.4	1.9
O=C(/C=C/C(=O)N1CCc2ccccc2C1)N1CCc2ccccc2C1	7.2	18.7	1.9	-33.3	-9.3	18.1	-0.3	-18.1	-0.2	11.8	7.0
O=C1CC(C(=O)Nc2cccc(Cl)c2)n2ncnc2N1 (configuration not stated)	-6.3	8.3	1.4	-20.3	4.0	15.6	1.2	0.3	-1.3	-4.5	3.4
CCOc1ccc(NC(=O)CN(C)C(=O)C2COc3ccccc3O2)cc1OCC (configuration not stated)	-6.4	10.9	/	-17.2	-2.2	7.7	-2.6	-13.8	-0.9	-4.2	-1.1
CCn1c(CCNC(=O)c2cccs2)nnc1SCC(=O)Nc1ccc(Cl)cc1	0.9	-32.4	2.4	-10.2	0.4	-23.7	-1.2	-4.8	5.9	-1.8	2.0
CCC(=O)NC(C)c1cc(Cl)c2cccnc2c1O (configuration not stated)	91.1*	16.2	2.4	-43.0	14.5	22.5	2.5	-5.4	1.9	-20.9	33.8
O=C(NCCc1nnc2ccc(NCC3CCCO3)nn12)c1ccccc1 (configuration not stated)	7.9	13.5	-2.5	0.6	4.7	8.7	-0.4	-19.5	-4.4	5.8	14.6
CCOC(=O)c1ccc(N2C(=O)CC(C(=O)OC)=C2C)cc1	-16.2	11.9	0.6	-20.3	3.1	1.7	-3.0	-4.5	-1.8	-3.0	21.8
CC(C)c1cccc(C(C)C)c1NC(=S)Nc1cccc(Cl)c1	7.8	29.3	0.1	-19.8	7.3	13.3	-0.5	6.8	0.3	-0.2	-7.0
O=C(Nc1cccc2ccccc12)C1CCN(C(=O)Cc2ccccc2)CC1	9.9	-3.2	-6.0	-15.2	19.8	4.5	-0.7	-6.0	7.3	-3.0	7.2
Cc1cc(C([O-])=C(C(=S)Nc2ccccc2)[n+]2ccccc2)c(C)n1-c1ccccc1	21.7	-33.8	/	-48.4	24.4	-42.3	-1.9	-6.7	14.3	5.3	-10.1
COCC(=O)n1nc(-c2ccc(C)cc2)nc1NCc1ccc(F)cc1	-43.1	-161.8	/	-82.4	-48.0	-133.2	2.5	0.3	-1.7	-1.0	-7.6
Cc1cccc(N=C2NC(=O)/C(=C/c3cccnc3)S2)c1	26.0	1.0	-2.8	2.0	-8.3	-3.8	0.1	-13.1	-3.4	-0.6	-7.2
COc1cc(CN2CCN(C(C)C)C(CCO)C2)ccc1OCc1ccccc1 (configuration not stated)	-24.3	-60.2	1.9	-11.8	-17.5	-43.9	-0.6	-4.0	-0.1	-6.5	4.6

Individual results from above.
`O=C(/C=C/C(=O)N1CCc2ccccc2C1)N1CCc2ccccc2C1` | Peg3 promoter: 18.1
`CCC(=O)NC(C)c1cc(Cl)c2cccnc2c1O` (configuration not stated) | NR2E3 ag-1: 2.4

Random excerpt: two entries already listed
SMILES	Shn3 3UTR inh	HIF-2a block	NR2E3 ag-1	NR2E3 ag-2	MITF TRPM1 inh	Peg3 promoter	iPSC survival up	CaV13 FRET inh	PDI inh	HTR2A ag	H9c2 protect
CCn1c(CCNC(=O)c2cccs2)nnc1SCC(=O)Nc1ccc(Cl)cc1	0.9	-32.4	2.4	-10.2	0.4	-23.7	-1.2	-4.8	5.9	-1.8	2.0
CCCCn1c(=O)[nH]c(=O)c2c1nc(-c1ccc(OC)c(Br)c1)n2CC(C)C	-7.2	32.4	2.9	19.4	-5.4	55.4*	-0.1	-6.6	-4.7	-0.7	-8.5

Next records follow:
SMILES	Shn3 3UTR inh	HIF-2a block	NR2E3 ag-1	NR2E3 ag-2	MITF TRPM1 inh	Peg3 promoter	iPSC survival up	CaV13 FRET inh	PDI inh	HTR2A ag	H9c2 protect
Cc1ccc(NC(=O)CSc2nnc3ccccn23)cc1	-28.0	-95.8	1.3	-34.9	-22.6	-78.0	-2.3	3.7	-3.9	-3.3	-1.5
CCOc1ccc(C(=O)NC(=S)Nc2ccccn2)cc1[N+](=O)[O-]	-51.2	-215.7	0.2	-70.5	-75.9	-245.6	-2.6	-5.3	5.3	-2.1	-12.0
Cc1ccc(C(C#N)=Cc2ccc3c(c2)OCO3)cc1	-15.8	-169.4	/	-346.0	/	-324.9	-1.7	-9.4	4.4	1.7	-20.7
COCC(C)N=Cc1c(O)[nH]c2ccccc12 (configuration not stated)	-3.5	9.7	-4.6	8.1	12.7	-5.4	-0.4	-4.3	1.2	5.6	1.0
O=C(c1ccc(Cl)c(S(=O)(=O)N2CCOCC2)c1)N1CCCCC1	12.6	15.6	3.5	-0.1	-2.0	3.5	-2.1	-2.4	2.1	2.0	0.2
CC(=O)c1cccc(CN2CCC(n3nccc3NC(=O)CCc3ccccc3)CC2)c1	-11.7	5.8	1.4	-25.6	-3.0	22.2	-0.3	/	10.5	-5.1	1.9
COc1cc(N)c(Cl)cc1C(=O)OCC(=O)NC(=O)NCc1ccco1	-2.4	-13.4	/	12.8	-20.9	-11.2	4.0	-6.0	14.5	0.9	7.7
O=C1OCCN1C(=O)[C@H]1[C@H](c2ccccc2)C(c2cccc(Cl)c2)=NN1c1ccccc1	-5.7	8.2	/	-16.3	0.1	8.5	3.2	/	-8.7	4.2	-6.1
Cc1ccc(OCCC(=O)OCC(=O)N2c3ccccc3CC2C)cc1 (configuration not stated)	2.8	8.1	-0.6	5.7	2.9	-5.9	7.0	-5.9	-3.7	0.7	16.9
CCN(CC)C(=O)CSc1nc2c(sc(=S)n2-c2ccccc2OC)c(=O)n1-c1ccccc1	4.4	28.5	-1.1	-2.3	19.2	24.5	-0.2	-20.4	0.1	1.1	-2.1
C#CCOCCOCCOCCNc1nc(N2CCN(C(=O)[C@H](C(C)C)n3cc(CCO)nn3)CC2)nc(N2CCN(C(=O)[C@H](C)n3cc(CCCN=C(N)N)nn3)CC2)n1	2.0	2.9	/	-10.3	-0.9	2.4	-0.6	-9.4	-3.6	6.6	3.3
CC(C)(C)C(=O)OCCNc1nc(-c2ccccc2)nc2ccccc12	-2.0	18.7	-3.5	-11.4	-4.8	17.5	0.5	-8.5	2.9	-0.3	-6.2
CCOc1ccccc1N(CC(=O)Nc1cccnc1)S(=O)(=O)c1ccc(C)cc1	-22.5	23.5	2.2	6.0	-0.6	24.1	0.3	-0.7	9.8	-4.7	4.9
O=C(Nc1cc([N+](=O)[O-])ccc1N1CCCC1)c1ccco1	2.4	10.2	-3.8	-8.7	-6.1	-0.6	0.2	-2.7	-4.3	2.1	1.5
CC(C)NS(=O)(=O)c1ccc(OCC(=O)N2CCCC2)c(Cl)c1	7.4	24.0	-0.6	-19.2	5.6	0.6	-1.7	-5.7	-3.2	2.1	6.3
Cc1ccnc(NC(=O)c2ccc(COc3ccc(Cl)cc3)o2)c1	-19.0	-152.6	-2.8	-39.5	-36.1	-110.5	-1.4	-4.6	11.7	5.7	-10.9
Cc1oc(-c2ccccc2F)nc1CN1CCC(C(=O)NC2CCCc3ccccc32)CC1 (configuration not stated)	46.0	-5.0	0.8	-4.9	20.4	1.6	0.7	-14.4	1.8	3.5	-0.3
Cc1cccc(C)c1CC(=O)N1CCOCC1	-2.0	15.8	-0.5	-17.8	-3.5	3.0	0.2	-2.0	10.0	-2.0	-5.9
CCOc1ccc(CCNC(=O)COC(=O)c2cccc(OC)c2O)cc1OCC	-28.3	14.5	2.1	-25.9	0.0	13.1	1.8	-2.3	-3.1	-1.2	2.7
COc1cccc(/C=C/C(=O)OCC(=O)NCc2ccc3c(c2)OCO3)c1	-13.2	16.2	/	-13.9	/	-16.8	0.2	-4.9	-10.3	-0.3	-6.4
O=C1OCCN1CCN(CN1C(=O)CCC1=O)CN1C(=O)CCC1=O	-12.0	-1.5	-1.1	-8.2	-6.7	1.9	1.1	-5.1	-3.1	-1.6	2.4
CCOc1ccccc1N1CCN(C(=O)Nc2ccc(F)c(Cl)c2)CC1	3.1	-0.3	-1.4	9.8	-8.5	1.4	-0.2	-4.1	-9.7	-1.5	-11.9
COc1ccc(NS(=O)(=O)c2cccc(C(=O)NNC(=O)COc3ccccc3)c2)cc1	-1.4	1.0	3.1	17.3	6.5	2.9	-0.3	-2.8	-4.1	-2.5	2.6
Cc1nc(Nc2ccc(C(=O)O)cc2)nc(Nc2ccc(C(=O)O)cc2)c1[N+](=O)[O-]	-4.6	6.0	1.7	-15.9	-2.4	11.2	-1.0	-1.4	1.9	-2.6	3.1
CC(=O)N1N=C(c2cccs2)CC1c1cc2cc(C)ccc2nc1Cl (configuration not stated)	10.0	18.4	-0.1	0.5	10.1	21.6	1.4	-14.5	5.1	5.3	5.2
